High-throughput results (PubChem BioAssay)
SMARCA2 activ: activators of SMARCA2 function | activation, % at 9.1 µM | hit rate 1% among 370,000 | MG213 cells, MMTV-luciferase reporter, dexamethasone, overnight; in the data active = activation above about 7.8%;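 note: 0% = vehicle wells and 100% = reference activator wells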
ARFGAP1 inhibitor: inhibitors of rat ARFGAP1; hit rate 0.26% among 360,000; Arfgap1-stimulated ARF1 GTP hydrolysis, GDP FP detection; Q62848; inhibition, % at 16.5 µM;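 active = inhibition above a per-plate limit, mean inhibition of low control wells plus 3 SD, cut at about 25% in these data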;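 note: 0% = DMSO wells with enzyme and 100% = wells lacking Arfgap1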
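Replicates: Single well per compound | Assay system: Truncated rat Arfgap1 GAP domain | Control set: No-Arfgap1 wells (100%) versus DMSO full-reaction wells (0%) | Times: Enzyme reaction 120 min at 25 °C after 20 min preincubation | Reagent: Human ARF1(Δ1-17)-GTP substrate | Measured by: Tracer-displacement fluorescence polarization with EDTA stop, 620/688 nm | Measure: Percent inhibition of Arfgap1-stimulated GTP hydrolysis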
PG9 binder: small molecules binding HIV-1 gp120 antibody PG9; hit rate 0.43% among 360,000; TR-FRET gp120-PG9 antibody binding; inhibition, % at 6.7 µM; in the data active = inhibition above about 8.5%
NR1D1 modulator: modulates human Rev-erb alpha binding to DNA. hit rate 0.79% among 370,000. P20393. activity, % at 10 µM. Rev-erbα–FITC-DNA binding, fluorescence polarization, 90 min;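 active = activity above about 14%, limit read from the data; passing the limit was not always enough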;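 note: 0% = DMSO wells with 35 nM protein and 100% = DMSO wells with 750 nM protein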
ABHD4 inh: inhibits mouse alpha/beta hydrolase domain 4; Q8VD66; purified mABHD4, FP-Rh probe fluorescence polarization; inhibition, % at 8.92 µM; hit rate 0.54% among 370,000;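 active = inhibition exceeding the mean over every tested compound plus 3 SD, cut at about 30% in these data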;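 note: 0% = plate median of compound wells and 100% = S159A mutant with DMSO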
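Test system: mABHD4 protein | Buffer or medium: HEPES pH 7.0 buffer, 150 mM NaCl, 0.01% Pluronic F-127 | Probe or stimulus: FP-Rh fluorescent activity-based probe, added after compound pre-incubation | Timing: Pre-incubation 45 min, probe exposure 60 min, at 25 °C | Technique: Fluorescence polarization, excitation 525 nm, emission 598 nm, BODIPY TMR filters | Repeats: Single well per compound (singlicate)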
GC-A act: GC-A (human) enzyme activation | P16066 | HEK293 GC-A cells, cGMP TR-FRET, EC30 ANP; 0% at EC30 ANP, 100% saturating ANP | activation, % at 10 µM | hit rate 0.14% among 370,000; in the data active = activation above about 40%
GC-B act: GC-B (human) receptor activation; P20594; HEK293-GC-B cells, CNP EC30, cGMP TR-FRET; 0% at EC30 CNP, 100% saturating CNP; activation, % at 10 µM; hit rate 0.11% among 370,000; AID 1920062;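 active = activation at 10 µM reaching about 35% in either raw or pattern-adjusted values, limit read from the data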
Target sequence (P20594 whole entry, looked up): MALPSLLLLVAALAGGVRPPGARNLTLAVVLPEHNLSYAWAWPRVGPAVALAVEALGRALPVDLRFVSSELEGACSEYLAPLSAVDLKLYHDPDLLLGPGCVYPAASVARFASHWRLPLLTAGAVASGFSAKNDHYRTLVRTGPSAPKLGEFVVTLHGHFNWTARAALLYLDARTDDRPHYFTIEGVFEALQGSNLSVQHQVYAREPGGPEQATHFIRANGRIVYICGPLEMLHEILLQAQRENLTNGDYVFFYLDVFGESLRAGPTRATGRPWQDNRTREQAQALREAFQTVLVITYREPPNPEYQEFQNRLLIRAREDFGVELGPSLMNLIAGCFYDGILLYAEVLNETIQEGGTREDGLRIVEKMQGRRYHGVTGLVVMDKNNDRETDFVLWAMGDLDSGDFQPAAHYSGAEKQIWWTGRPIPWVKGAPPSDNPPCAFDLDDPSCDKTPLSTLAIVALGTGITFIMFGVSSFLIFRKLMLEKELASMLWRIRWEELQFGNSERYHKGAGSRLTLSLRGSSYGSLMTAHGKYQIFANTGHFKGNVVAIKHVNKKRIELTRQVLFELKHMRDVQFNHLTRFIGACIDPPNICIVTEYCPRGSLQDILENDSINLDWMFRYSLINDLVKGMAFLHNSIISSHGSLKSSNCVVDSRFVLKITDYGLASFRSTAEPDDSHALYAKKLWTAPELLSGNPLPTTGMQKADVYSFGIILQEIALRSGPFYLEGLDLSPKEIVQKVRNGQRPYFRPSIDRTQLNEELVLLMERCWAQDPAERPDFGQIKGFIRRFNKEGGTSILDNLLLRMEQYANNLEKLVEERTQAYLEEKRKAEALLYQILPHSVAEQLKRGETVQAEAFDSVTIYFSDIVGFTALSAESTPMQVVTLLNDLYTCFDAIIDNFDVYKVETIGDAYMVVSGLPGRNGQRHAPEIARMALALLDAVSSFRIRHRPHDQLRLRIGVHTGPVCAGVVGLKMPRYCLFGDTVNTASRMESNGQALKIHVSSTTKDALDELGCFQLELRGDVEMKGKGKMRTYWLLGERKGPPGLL
rCAG binder: binds r(CAG) RNA repeats | r(CAG) RNA repeat, TO-PRO-1 dye displacement fluorescence | inhibition, % at 3 µM | hit rate 1.3% among 370,000;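 active = inhibition above the plate cutoff, the mean of all test compounds on that plate plus 3 SD, cut at about 35% in these data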;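 note: 0% = DMSO alone and 100% = 100 µM mitoxantrone as full dye displacement; higher means more dye released from RNA so lower well fluorescence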
ASAP1 GAP inh: inhibitors of human ASAP1 ArfGAP activity; Q9ULH1; inhibition, % at 16.5 µM; hit rate 0.19% among 360,000; AID 624377; ASAP1-stimulated ARF1 GTP hydrolysis, GDP FP detection; in the data active = inhibition above about 25%;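 note: 0% = vehicle with enzyme and substrate and 100% = no enzyme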
HTRA1 inh: blocks human HTRA1 serine peptidase. Q92743. recombinant HTRA1, FP-rhodamine activity-based probe, fluorescence polarization. inhibition, % at 5.96 µM. hit rate 0.5% among 340,000; in the data active = inhibition above about 36%;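 note: 0% = enzyme with DMSO and 100% = wells lacking enzyme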
Numbers without * were called inactive; . = not tested or not shown; & = joins results of further samples.

SMILES	SMARCA2 activ	ARFGAP1 inhibitor	PG9 binder	NR1D1 modulator	ABHD4 inh	GC-A act	GC-B act	rCAG binder	ASAP1 GAP inh	HTRA1 inh
O=C1CN(C(=O)Cn2ncc(Cl)c(Cl)c2=O)c2ccccc2N1	-13	9	-0.6	-3	4	-4	2	5	-3	5
Cc1ccc2c(c1)-c1c(cnn1CC(=O)NCCc1ccccc1F)CO2	-3	.	.	0	-1	-2	-9	1	.	.
Cc1cc(Br)ccc1SCC(=O)OCC(=O)NCc1ccc2c(c1)OCO2	2	-4	-2.4	-5	3	0	-1	1	-16	3
CCc1nc2c(OCc3ccc(Cl)cc3)cccn2c1N(C=O)Cc1ccccc1	-2	-6	-0.2	1	1	1	2	2	-2	.
COc1ccc(CN2CCN(Cc3ccco3)CC2)cc1OC	-1	2	1.4	1	12	5	10	10	1	1
O=C(NCC1CCCO1)c1ccccc1-c1nc(-c2ccc(Cl)cc2)no1 (stereo unspecified)	-3	10	-0.5	1	0	5	-1	-4	10	-7
O=C(c1ccccc1)c1coc2ccc(O)c(Cl)c12	1	9	-1.6	3	-3	1	0	0	-9	-4
C[C@@H](NC(=O)c1nc[nH]c1C(=O)OCc1ccccc1)c1ccccc1	0	-4	1.6	1	6	7	9	-3	0	4
Cc1ccccc1CC1(CO)CCCN(C(=O)c2ccccc2Cl)C1 (stereo unspecified)	-2	3	-0.5	-1	3	2	1	-6	8	-9
COc1ccc(Oc2cc(C)c3cccc(C)c3n2)cc1	-1	3	-0.6	8	-3	-7	-8	0	-3	-9
COc1ccc(NC(=O)NNC(=O)C(C)Oc2ccc(C(C)C)cc2)c(OC)c1 (stereo unspecified)	-3	-2	-1.7	3	2	-5	-12	-4	-13	2
COc1ccc(C(=O)O)cc1S(=O)(=O)N1CCSCC1	-3	-3	2.0	6	-6	-1	3	12	-5	1
CN(C)c1ccc(/C=C/C(=O)c2ccc3c(c2)OCCO3)cc1[N+](=O)[O-]	-2	8	-1.7	0	8	-1	-7	8	3	-10
c1ccc(-c2nc(NCCCn3ccnc3)c3oc4ccccc4c3n2)cc1	-2	9	1.1	-5	-2	-1	2	4	13	-40
CC(C)c1c(C(=O)N/N=C/c2ccoc2)nnn1-c1nonc1N	0	15	-3.6	3	-5	1	5	0	2	0
COCCN1C(=O)C(=O)/C(=C(/O)c2ccc(S(=O)(=O)N3CCOCC3)cc2)C1c1cccc(O)c1 (stereo unspecified)	0	-6	0.3	-2	1	3	2	4	5	-6
N#C/C(=C/c1ccccc1)c1nn(CCO)c(N)c1C#N	2	5	-1.2	1	6	0	-4	4	-9	4
Cc1oc2c(C)c3oc(=O)c(CCC(=O)NCCCN4CCOCC4)c(C)c3cc2c1C	-1	6	-1.2	0	2	6	-7	-7	-12	1
Cc1nsc2nc3c(F)c(F)c(F)c(F)c3cc12	1	2	1.5	-1	-14	18	15	1	1	0
Cc1ccc(Cl)cc1NS(=O)(=O)c1cn(C)nc1C	-1	0	0.9	-2	-3	4	4	-2	-6	-1
COC(=O)c1ccc(Oc2nc(SC)nc(N(C)C)n2)cc1	-3	-3	-0.4	-2	-1	-1	2	-6	-8	.
CCOc1ccc(NC(=O)N2CCN(c3nc4ccccc4s3)CC2)cc1	-4	4	-1.1	0	-1	3	2	-4	4	4
C#CCN(C[C@@H]1[C@@H](OC(=O)NCc2ccco2)[C@@H](OC(=O)NCc2ccco2)CN(C(=O)OC(C)C)N1C(=O)OC(C)C)S(=O)(=O)c1ccc(C)cc1	-1	15	1.9	-6	-9	-1	-1	7	-13	-18
COc1cccc(C2NC(=O)NC(C)=C2C(=O)Nc2cccc(C)c2C)c1 (stereo unspecified)	-2	-8	0.7	-3	2	2	2	-1	-11	-5
NCC/C=C1/c2ccccc2CSc2ccccc21	-4	-7	0.3	1	9	-32	-21	13	-5	1
O=[N+]([O-])c1cc(Cl)cc(/C=N/Nc2nc3ccccc3s2)c1O	0	2	-0.9	4	8	9	-3	24	-4	26
CN(CCNC(=O)C1CCC(=O)N(Cc2cccc(F)c2)C1)CCc1ccccc1 (stereo unspecified)	-1	-14	-0.2	-2	3	1	1	-10	-3	-6
CC(Sc1ncccn1)C(=O)NNC(=O)c1cccc(Cl)c1 (stereo unspecified)	-3	-2	-3.3	-4	4	-3	3	2	-5	-2
CC(C(=O)Nc1ccccn1)(c1ccccc1)c1ccccc1	-3	-1	-3.8	2	-5	-14	-7	-5	5	2
CCn1c(CNC(=O)COc2ccc(C(C)C)cc2)nnc1SCC(=O)Nc1ccccc1	0	-2	0.4	-1	-1	-3	-6	-6	6	-10
CCOC(=O)N1CCC(NC(=O)c2cccc3c2C(=O)N(c2ccc(OC)cc2)C3)CC1	0	4	-1.6	-8	-3	-1	2	11	-1	-18
CC1CCCN(c2ccc(N)cc2C(N)=O)C1 (stereo unspecified)	-4	-6	-1.8	-4	7	0	5	3	3	0
CCOC(=O)C1CCN(c2ccc(-c3cccs3)nn2)CC1	6	0	-1.3	0	-7	-2	-2	-5	-14	0
O=C(O)C1=C(C(=O)O)C2CCC1C2	0	6	-1.4	-3	1	4	0	1	4	9
CCOc1ccc(CCNC(=O)c2[nH]c(C)c(C(C)=O)c2C)cc1OCC	-2	0	0.7	2	6	2	-2	0	-2	-8
CCSc1cc(N2CCCC2)nc(-c2ccccc2)n1	0	-20	0.2	-8	-2	-8	-13	-1	-2	-6

Three entries from above, with two lines to a compound:
Order of values – SMARCA2 activ | ARFGAP1 inhibitor | PG9 binder | NR1D1 modulator | ABHD4 inh | GC-A act | GC-B act | rCAG binder | ASAP1 GAP inh | HTRA1 inh
O=[N+]([O-])c1cc(Cl)cc(/C=N/Nc2nc3ccccc3s2)c1O
  0 | 2 | -0.9 | 4 | 8 | 9 | -3 | 24 | -4 | 26
CN(CCNC(=O)C1CCC(=O)N(Cc2cccc(F)c2)C1)CCc1ccccc1 (stereo unspecified)
  -1 | -14 | -0.2 | -2 | 3 | 1 | 1 | -10 | -3 | -6
CC(Sc1ncccn1)C(=O)NNC(=O)c1cccc(Cl)c1 (stereo unspecified)
  -3 | -2 | -3.3 | -4 | 4 | -3 | 3 | 2 | -5 | -2

Other compounds follow.
SMILES	SMARCA2 activ	ARFGAP1 inhibitor	PG9 binder	NR1D1 modulator	ABHD4 inh	GC-A act	GC-B act	rCAG binder	ASAP1 GAP inh	HTRA1 inh
O=C(C(c1ccccc1)c1ccccc1)N1CCN(Cc2ccncc2)CC1	0	9	0.7	1	8	8	4	-3	9	0
Cc1ccc(S(=O)(=O)NN2C(=O)/C(=C\c3ccc(Cl)cc3)SC2=S)cc1	-3	-16	-1.0	0	7	-4	1	11	3	-5
COc1ccc(OC)c(NC(=O)COc2cc(O)c3c(c2)OC(C)(C)CC3=O)c1	-3	2	-1.0	-2	1	1	-2	-37	7	.
CCOc1ccc(C2/C(=C(/O)c3ccc4c(c3)CC(C)O4)C(=O)C(=O)N2CC2CCCO2)cc1 (stereo unspecified)	-2	-3	0.7	0	3	1	-2	1	-8	1
O=C(C1CCCN(Cc2ccc(F)cc2)C1)N1CCCCC1 (stereo unspecified)	0	1	1.8	-2	8	-10	3	2	6	10
Nc1nonc1-n1nnc(C(=O)N/N=C/c2ccc(F)cc2)c1-c1cccs1	-3	-1	1.9	0	-7	0	-5	2	5	-10
c1ccc(-c2ccc3nnnn3n2)cc1	-5	-2	0.4	8	2	-1	2	-2	-6	1
COc1ccc2[nH]c(CN3CCC(n4nccc4NC(=O)C4CC4)CC3)c(C)c2c1	1	-16	-0.3	0	-2	-2	-8	5	0	4
CCN(Cc1nc(-c2ccc(OC)cc2)no1)C(=O)c1ccoc1C	-3	12	-1.1	1	2	0	1	-3	-3	2
Cc1ccc(C2CCC3(CCC(=O)N3CCOC(=O)Nc3cccc(C#N)c3)CC2)cc1 (stereo unspecified)	-3&-1	.	.	10&-2	3&8	2&-16	2&-24	4&3	.	.
Cc1cc(C(=O)Nc2ccon2)cs1	-2	1	-0.6	0	5	0	1	-3	12	2
COc1cccc(-c2nnc(NC(=O)C(C)C)o2)c1	-1	2	0.3	4	-1	1	0	5	4	11
CC(/C=N/NC(=O)NC1CCCCC1)=C\c1ccccc1	4	3	-1.8	6	-2	-4	-4	-5	12	-16
COC(=O)C1CN(Cc2cn(Cc3ccccc3)nn2)CCS(=O)(=O)N1Cc1ccc(Cl)cc1 (stereo unspecified)	-5	.	.	5	-1	-4	-6	-2	.	.
O=C1CCCc2c1cc(C(=O)NCc1ccco1)c(=O)n2-c1ccccc1	0	-2	-0.8	1	1	-1	-11	-3	-6	-2
Cc1n[nH]c(C)c1S(=O)(=O)NCCc1cccc(F)c1	-4	.	.	-2	7	1	7	1	.	.
N#Cc1c(SCc2c(Cl)cccc2Cl)nc(N)[nH]c1=S	-4	0	-2.2	1	-12	-1	-1	23	-16	-15
Cc1ccc(NC(=O)c2ncn(CCCNCCCN(C)C)n2)cc1C	-1	-1	-1.8	-6	1	-1	0	3	-7	7
COc1ccc(C(C#N)CC(=O)c2ccc(OC)c(OCc3ccccc3)c2)cc1OC (stereo unspecified)	-7	1	-1.0	7	-14	0	5	6	-16	-28
Cc1ccc(Nc2c(-c3ccccc3)nc3cnccn23)cc1	-1	-19	0.2	-3	4	49*	33	-3	-2	2
CCC(CC)CN1C(Nc2ccccc2)=NC[C@@H]1C	1	3	-1.1	-2	1	0	3	4	1	-2
CCN1CCN(CC(O)COc2cccc(OC)c2)CC1 (stereo unspecified)	0	-7	0.3	2	7	2	1	-2	19	6
CCOC(=O)C1=C(COC(=O)/C=C/c2ccc([N+](=O)[O-])cc2)NC(=O)NC1C (stereo unspecified)	-2	4	-1.1	2	1	1	0	2	-2	4
C/C(=N\NC(=O)COc1ccccc1)c1ccc(O)cc1	4	-4	-0.3	3	-2	6	-3	-3	4	-9
Cn1c(N)c(S(=O)(=O)N2CCCC2)c(=O)n(C)c1=O	-1	-10	-0.9	6	-3	4	6	4	-15	-1
CSc1nsc(SCC(=O)Nc2cccc(C(C)=O)c2)n1	1	-4	0.9	6	-2	-1	-4	3	-1	-6
CCOc1ccc(-c2cc(C(=O)NCc3cc(OC)cc(OC)c3)[nH]n2)c(C)c1	-3	25	1.1	3	-8	0	0	3	-1	.
NC(=O)c1ncn([C@@H]2O[C@H](CN=C3NS(=O)(=O)c4ccccc43)[C@@H](O)[C@H]2O)n1	-5	6	0.4	-1	-10	5	0	8	6	9
Cc1ccc(S(=O)(=O)CCC(=O)OCc2nnc(-c3ccccc3)o2)cc1	-2	3	-1.2	-5	3	-1	-2	5	0	7
Cc1c(NC(=O)C(C)OC(=O)c2sc3ccccc3c2Cl)c(=O)n(-c2ccccc2)n1C (stereo unspecified)	-2	0	7.8	3	-9	0	3	3	-4	3
CCc1ccc(N2CC(C(=O)OCC(=O)Nc3cc(C)on3)CC2=O)cc1 (stereo unspecified)	-1	-7	0.8	-1	0	-1	-3	-4	0	-2
COc1ccc(C2Nc3ccccc3C(=O)N2Cc2ccccc2)cc1COc1ccc(NC(C)=O)cc1 (stereo unspecified)	.	.	.	0	-22	-15	-14	.	.	.
CN=C1c2cc3c(Br)c(OC)ccc3n2CCN1C	1	2	-1.7	-2	0	3	-5	6	8	2

Rows were taken by chance, and some 4.4% of all compounds hit somewhere here.
